# Compound activity: PubChem, Vanderbilt University
# GIRK2 act: Activators of human GIRK2-containing channels. activation (% efficacy), % for hits at 37.5 µM. HEK293 GIRK2/NPY4 cells, thallium flux fluorescence. 34,000 tested, under 10 active. AID 1259324. P48051;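 active = primary screen hit, no activity in plain HEK293 cells, and in GIRK2-only cells above 5% efficacy rising with concentration; inactive = the rest, including fluorescent compounds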;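 note: efficacy is normalized control-subtracted fluorescence 15 s after thallium addition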
# Target sequence (P48051 whole entry, looked up): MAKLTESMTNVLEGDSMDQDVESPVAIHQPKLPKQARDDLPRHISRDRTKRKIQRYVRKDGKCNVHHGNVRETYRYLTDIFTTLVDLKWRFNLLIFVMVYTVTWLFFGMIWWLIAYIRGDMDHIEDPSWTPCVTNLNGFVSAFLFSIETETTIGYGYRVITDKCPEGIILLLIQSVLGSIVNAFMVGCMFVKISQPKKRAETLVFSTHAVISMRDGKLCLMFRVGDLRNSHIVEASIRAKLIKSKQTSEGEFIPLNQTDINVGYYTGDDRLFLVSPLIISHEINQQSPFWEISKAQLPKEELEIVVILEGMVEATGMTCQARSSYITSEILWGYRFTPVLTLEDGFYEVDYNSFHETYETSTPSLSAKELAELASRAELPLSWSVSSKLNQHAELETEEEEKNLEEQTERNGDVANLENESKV
# Calls only; i = inactive. The list is partial; rates above refer to the full screens.
SMILES | GIRK2 act
Cc1ccc(C(=O)Nc2ccc(SCC(=O)Nc3cc(C)no3)nn2)cc1 | i
O=C(Cn1nc(-c2ccco2)c2sc(N3CCCCC3)nc2c1=O)c1ccccc1 | i
CCOC(=O)CCC(=O)N1CCN(Cc2nc(-c3cccc(OC)c3)cs2)CC1 | i
COC(=O)c1sccc1S(=O)(=O)N(CC(=O)Nc1ccc(F)cc1)c1ccc(Cl)cc1 | i
COc1ccc2c(=O)c(Oc3ccc(C(=O)NCCc4c[nH]c5ccccc45)cc3)coc2c1 | i
CC(C)S(=O)(=O)c1cccc(C(=O)Nc2sc3c(c2C(N)=O)CCCC3)c1 | i
CCc1ccc(S(=O)(=O)N2CCN(CCn3ccnc3)CC2)cc1 | i
CC(=O)N1CC(C(=O)NCCc2ccc(S(N)(=O)=O)cc2)C1 | i

# The results go on:
SMILES | GIRK2 act
O=C(Cc1ccc([N+](=O)[O-])cc1)N/N=C\c1cccs1 | i
COc1cn(CC(=O)NCc2ccccc2Cl)c(CSc2nnnn2C)cc1=O | i
Cc1cc(N(C)C)nc(NCCNC(=O)Nc2ccc(C)c(C)c2)n1 | i
CS(=O)(=O)N1CCC(C(=O)N2CCN(c3nc4c(F)cc(F)cc4s3)CC2)CC1 | i
O=C(CSCc1ccccc1)N1CCC(c2cccs2)CC1 | i
CN(C)C(CNC(=O)NCc1ccc(Cl)cc1)c1cccn1C (stereo not drawn) | i
COc1ccc(C(=O)Nc2cccc(N3CCCCC3=O)c2)cc1OC | i
COc1ccc(NC(=O)CN2CCN(c3nccn3-c3ccccc3F)CC2)cc1OC | i

# Next part:
SMILES | GIRK2 act
CC(=O)C1=C(O)C(=O)N(CCO)C1c1ccc(O)cc1 (stereo not drawn) | i
Cc1ccc(NCCNC(=O)C2CCCC2)nn1 | i
Cc1cccc(NC(=O)CSc2nc3c(c(=O)[nH]2)CN(Cc2ccc4c(c2)OCO4)CC3)c1C | i
O=C(c1cccs1)N1CCC2(CC1)NC(=O)N(CCc1ccccc1)C2=O | i
Cc1cc(C(=O)NCCOc2ccc(F)cc2)ccc1[N+](=O)[O-] | i
COc1ccc2nc(-c3cccc(NC(=O)c4c(F)cccc4F)c3)cn2n1 | i
O=C(c1ccc(S(=O)(=O)N2CCOCC2)cc1)N(C(=O)N1CCCCC1)c1cccc(Cl)c1 | i
CC12CCC(C(=O)N3CCN(c4ccccc4)CC3)(CC1=O)C2(C)C (stereo not drawn) | i

# Later entries
SMILES | GIRK2 act
COc1cccc(C(CNC(=O)C(=O)NCc2ccccc2Cl)N2CCOCC2)c1 (stereo not drawn) | i
COc1cc(C(=O)NCC2CCN(Cc3ccco3)CC2)cc(OC)c1OC | i
Cc1nn2c(NCCCN3CCOCC3)cc(C(C)C)nc2c1-c1ccccc1 | i
Cc1noc(C)c1S(=O)(=O)NCCNc1ccc(Nc2ccccn2)nn1 | i
Cc1cc(C(=O)N2CCC(c3nnc(-c4ccco4)o3)CC2)no1 | i
CC(C)C(=O)Nc1ccc(C(=O)NCCNC(=O)COc2ccccc2)cc1 | i
CC(C)(C)NC(=O)N1CCC(CNC(=O)COc2ccc(F)cc2)CC1 | i
COc1ccc(OC)c(-c2ccc(=O)n(CCNC(=O)Nc3ccccc3Cl)n2)c1 | i

# The list continues.
SMILES | GIRK2 act
O=C(CCc1csc(NC(=O)c2ccc(F)cc2)n1)Nc1nc(-c2ccco2)cs1 | i
CC(C)C(=O)N1CCCc2ccc(NC(=O)C(=O)NCCCc3ccccc3)cc21 | i
COc1ccccc1NC(=O)NCC(O)c1cccn1C (stereo not drawn) | i
O=C(NCCC1=CCCCC1)C(=O)NCCc1csc(-c2ccc(F)cc2)n1 | i
O=c1c2ccccc2[nH]c(=S)n1CCSCc1ccccc1 | i
O=C(Nc1ccc2c(c1)N(C(=O)C1CCCC1)CC2)c1ccco1 | i
Cc1ccc2c(c1)NC(SCC(=O)N1CCCCCC1)=NS2(=O)=O | i
CCOCCn1c(C(C)NC(=O)c2ccco2)nc2ccccc21 (stereo not drawn) | i

# Remaining list, next part
SMILES | GIRK2 act
CC(C)c1ccccc1NC(=O)Cc1csc(NC(=O)c2ccc[nH]c2=O)n1 | i
O=C(NCC1CCN(c2ncccn2)CC1)Nc1cccc(C(F)(F)F)c1 | i
C#CCOCC(O)CN1CCN(CC)CC1 (stereo not drawn) | i
CN(c1ccsc1C(=O)Nc1cc(F)cc(F)c1)S(=O)(=O)c1ccccc1 | i
CCOc1cc(C(=O)Nc2ccc3ncsc3c2)cc(OCC)c1OCC | i
COc1ccc2nc(-c3ccc(OC)c(NC(=O)COc4ccccc4)c3)cn2n1 | i
Cc1cc(=O)[nH]c2cc(NC(=O)c3ccc(S(=O)(=O)N(C)C)cc3)ccc12 | i
COc1ccccc1CNC(=O)Cc1csc(NC(=O)C2CCC(=O)N2)n1 (stereo not drawn) | i

# More structures follow:
SMILES | GIRK2 act
Cn1nccc1-c1nnc(NC(=O)C2CCCCC2)o1 | i
Cc1ccc(S(=O)(=O)NCC2(c3ccc(F)cc3)CCOCC2)cc1C | i
CNC(=O)C1Cc2ccccc2N1C(=O)c1ccc(OC)cc1OC (stereo not drawn) | i
Cc1noc(CNC(=O)CCSc2ccccc2)n1 | i
CC1CN(C)CCN1CC1CCN(C(=O)c2ccco2)CC1 (stereo not drawn) | i
COc1nn(C)cc1C(=O)NCC(=O)NCc1nnc(C)o1 | i
COc1cccc(C(=O)N2CC(c3nc(-c4ccsc4)no3)C2)c1 | i
COc1ccc(S(=O)(=O)N2CCC3(CC2)C(=O)N(C)C(=O)N3C)cc1OC | i

# More records:
SMILES | GIRK2 act
O=C(Nc1nnc(Cc2cccs2)o1)c1cc(Cl)sc1Cl | i
NC(=O)C1Cc2ccccc2N1S(=O)(=O)c1ccc(F)cc1F (stereo not drawn) | i
COc1cc(-n2nnc(C(=O)Nc3ccccc3C)c2N)ccc1Cl | i
CC(=O)c1ccc(N2CCN(S(=O)(=O)CCN3C(=O)CCCC3=O)CC2)cc1 | i
COc1ccc(S(=O)(=O)NCCOc2ccc3nnc(-c4ccccc4)n3n2)cc1F | i
Cc1ccc(NC(=O)CCn2cnc3c(cnn3-c3ccccc3)c2=O)cc1Cl | i
CC(C)S(=O)(=O)c1ccc(C(=O)Nc2nnc(-c3ccc4c(c3)OCCO4)o2)cc1 | i
O=C(COc1ccccc1)NCCOc1ccc2nnc(-c3ccccc3)n2n1 | i

# 5 records drawn at random from the list so far, as already listed:
SMILES | GIRK2 act
Cc1ccc(NC(=O)CCn2cnc3c(cnn3-c3ccccc3)c2=O)cc1Cl | i
O=C(Nc1nnc(Cc2cccs2)o1)c1cc(Cl)sc1Cl | i
CC(=O)c1ccc(N2CCN(S(=O)(=O)CCN3C(=O)CCCC3=O)CC2)cc1 | i
O=C(COc1ccccc1)NCCOc1ccc2nnc(-c3ccccc3)n2n1 | i
COc1ccc(S(=O)(=O)NCCOc2ccc3nnc(-c4ccccc4)n3n2)cc1F | i

# Later entries
SMILES | GIRK2 act
COc1ccc(C)cc1S(=O)(=O)NCC1(c2cccs2)CCCC1 | i
COc1ccc(S(=O)(=O)CC(=O)Nc2nc3c(Cl)c(Cl)ccc3s2)cc1 | i
O=C(CSc1nc(=O)n(CCCO)c2c1CCC2)N1CCc2ccccc21 | i
COCCNC(=O)C(=O)Nc1c2c(nn1C(C)(C)C)CS(=O)(=O)C2 | i
COCCNC(=O)Cn1nc2c(c1NC(=O)C1CCN(S(C)(=O)=O)CC1)CSC2 | i
Cc1ccc(=O)n(CC(=O)N2CCN(c3ccc(-c4cccnc4)nn3)CC2)n1 | i
CCOc1ccc(-c2noc(-c3cn[nH]c3-c3ccccc3)n2)cc1OC | i
COC(=O)c1cc(-c2cccs2)nc2c1c(-c1ccco1)nn2C1CCS(=O)(=O)C1 (stereo not drawn) | i

# 3 entries from above, field by field.
SMILES: COc1ccc(S(=O)(=O)NCCOc2ccc3nnc(-c4ccccc4)n3n2)cc1F
  GIRK2 act: i

SMILES: Cc1ccc(NC(=O)CCn2cnc3c(cnn3-c3ccccc3)c2=O)cc1Cl
  GIRK2 act: i

SMILES: CC(C)S(=O)(=O)c1ccc(C(=O)Nc2nnc(-c3ccc4c(c3)OCCO4)o2)cc1
  GIRK2 act: i

# The listing continues.
SMILES | GIRK2 act
Cc1ccc2c(=O)c(S(=O)(=O)c3ccccc3)cn(CC(=O)N(C)c3ccccc3)c2n1 | i
CC(C)CN1COc2ccc3c(=O)c(-c4ccc(F)cc4)coc3c2C1 | i
Cc1ccc(-c2nc(Cn3ccn4nc(-c5ccc(Cl)cc5)cc4c3=O)c(C)o2)c(C)c1 | i
CN1CC(NC(=O)CCC2CCCC2)CC1=O (stereo not drawn) | i
C1CCN(CC2CSCCCN2)CC1 (stereo not drawn) | i
O=C(CSc1nnc(-c2cccs2)o1)c1ccccc1 | i
O=C(Nc1ccccc1NC(=O)c1ccc(Br)o1)c1ccsc1 | i
COc1ccc(S(=O)(=O)NCCCN2CCOC(c3ccccc3)C2)cc1Cl (stereo not drawn) | i

# The listing continues.
SMILES | GIRK2 act
COc1ccc(CCNC(=O)c2csc(NS(=O)(=O)c3ccc(OC)cc3)n2)cc1 | i
O=C(Cn1cnc(-c2cccs2)cc1=O)Nc1nc(-c2cccnc2)cs1 | i
COc1ccccc1N1CCN(CC(O)COc2ccc(Cl)cc2)CC1 (stereo not drawn) | i
COc1ccc2nc(-c3ccc(C)c(NC(=O)c4c(F)cccc4Cl)c3)cn2n1 | i
COc1ccc(S(=O)(=O)CC(=O)Nc2ccc3sc(C)nc3c2)cc1 | i
Cc1c(Cl)cccc1S(=O)(=O)NCC(O)(c1ccccc1)C(F)(F)F (stereo not drawn) | i
CC(C)c1ccc(N2C(=O)N(Cc3cc(=O)n4ccccc4n3)c3ccccc3S2(=O)=O)cc1 | i
COc1cc(C(=O)NCC(c2cccs2)N2CCOCC2)c([N+](=O)[O-])cc1OC (stereo not drawn) | i

# (cont.)
SMILES | GIRK2 act
Cc1ccccc1C(=O)Nc1nn(C)c2c1C(C)CC(=O)N2 (stereo not drawn) | i
CC1Cc2c(NC(=O)c3ccc(S(=O)(=O)N(C)C)cc3)nn(C)c2NC1=O (stereo not drawn) | i
O=C(CCCn1nc(-c2ccc(Cl)cc2)ccc1=O)Nc1ccc2c(c1)OCCO2 | i
CC(=O)Nc1ccc(SCC(=O)Nc2ccc(F)cc2F)nn1 | i
Cc1nn(C)cc1CNC(=O)c1cccc(C(F)(F)F)c1 | i
Cc1ccc(S(=O)(=O)/C(C#N)=C/N2CCN(Cc3ccccc3)CC2)cc1C | i
CCCC(CCC)C(=O)Nn1cnc2c(cnn2-c2ccc(C)cc2)c1=O | i
COc1cccc(Cn2c(SCc3nc(-c4ccc(C)cc4)no3)nc3ccsc3c2=O)c1 | i

# (list continues)
SMILES | GIRK2 act
Cc1noc(CNC(=O)Cc2ccc(-c3ccccc3)cc2)n1 | i
O=C(CCCS(=O)(=O)c1ccccc1)N(Cc1ccccc1)Cc1ccccc1 | i
COC(=O)C12CC3CC(CC(NC(=O)C4(c5ccccc5)CCOCC4)(C3)C1)C2 | i
NC(=O)CSc1nc2ccccc2c(=O)n1Cc1ccc(C(=O)NC2CCCC2)cc1 | i
O=C(Cn1cnc(-c2ccc(Cl)cc2)cc1=O)Nc1nccs1 | i
CC(C)C(=O)Nc1ccc(S(=O)(=O)Nc2ccc(CC(=O)NC3CC3)cc2)cc1 | i
COCCn1c(=O)c2c(nc(-n3nc(C)cc3C)n2Cc2ccccc2C)n(C)c1=O | i
COC(=O)C(C)Sc1nc(C(F)(F)F)cc(=O)[nH]1 (stereo not drawn) | i

# (list continues)
SMILES | GIRK2 act
O=C(NCC1(c2ccccc2)CCOCC1)C1CCCC1 | i
Cc1c(C(=O)NCc2cccs2)c(C(F)(F)F)nn1C1CCCN(C)C1 (stereo not drawn) | i
CCOc1ccccc1C(=O)NCCCn1nc(-c2ccc(Cl)cc2)ccc1=O | i
CCCCNC(=O)CCc1csc(NC(=O)c2ccco2)n1 | i
COc1ccc(C(O)=C2C(=O)C(=O)N(CCCN3CCOCC3)C2c2ccccn2)cc1 (stereo not drawn) | i
COCCCn1c(SCc2nc(-c3ccc(SC)cc3)no2)nc2ccccc2c1=O | i
CC(C)(C)C(=O)NCC1(c2cccs2)CCCC1 | i
COc1ccc(Cl)cc1NC(=O)C(=O)NCCOc1ccc(F)cc1 | i

# Next entries follow.
SMILES | GIRK2 act
Cc1c(C(=O)N2CCN(C)CC2)c(C(F)(F)F)nn1C(C)C | i
CN(C)c1ccc(C(=O)NCCC(O)c2cccs2)cc1 (stereo not drawn) | i
Cc1ccc(NC(=O)c2sccc2S(=O)(=O)N(C)c2ccccc2)cc1Cl | i
COc1cccc2cc(C(=O)NCC(c3ccco3)N3CCOCC3)oc12 (stereo not drawn) | i
O=C(NCC1COC2(CCCCC2)O1)c1cccc([N+](=O)[O-])c1 (stereo not drawn) | i
CC(=O)Nc1ccc(NC(=O)C(=O)NCCCc2ccccc2)cc1 | i
COc1ccccc1CCNC(=O)CCc1csc(NC(=O)c2ccco2)n1 | i
CCCCOc1ccc(NC(=O)NCC2CCN(C(=O)Nc3ccccc3OC)CC2)cc1 | i

# Going on with the list.
SMILES | GIRK2 act
CC1CN(C(=O)N2CCOCC2)CCN1C(=O)N1CCOCC1 (stereo not drawn) | i
CCn1nc(C)cc1C(=O)N(CCN1CCOCC1)c1nc2c(C)ccc(C)c2s1 | i
O=C(NCCOc1ccc2nnc(-c3ccccc3)n2n1)C1CCCC1 | i
CN(C)C(CNC(=O)C(=O)NC1CCCCC1)c1cccs1 (stereo not drawn) | i
Cc1c(Cl)cccc1-n1nnc(C(=O)NCC2CCCO2)c1C (stereo not drawn) | i
COc1ccc(Cl)cc1S(=O)(=O)NCCN1CCC(c2cccs2)CC1 | i
Cn1nnc2c(N3CCN(CC(=O)Nc4ccc(OC(F)(F)F)cc4)CC3)ncnc21 | i
COc1ccc(C(=O)CSc2nc(CC(=O)NC3CCCCC3)cs2)cc1 | i
Cc1cccc2sc(N(Cc3ccncc3)C(=O)COc3ccccc3)nc12 | i
COC1CCN(C(=O)c2cc(-c3ccc(F)cc3)n[nH]2)CC1 | i
O=C(Nc1nnc(CS(=O)(=O)c2ccccc2)o1)c1ccc(F)cc1 | i
